OX1R antag-1: blocks the human orexin 1 receptor. inhibition, % at 5 µM. AID 434989. CHO/OX1R cells, Fluo-8 calcium fluorescence, orexin A. O43613. 330,000 compounds, 0.43% hits;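 active = inhibition above its plate's threshold, mean inhibition of all tested compounds on the plate plus 3 SD, cut at about 37% in these data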;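 note: 0% = orexin A challenge wells and 100% = SB-334867-A antagonist wells; not every result past the cut was called active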
Target sequence (O43613 whole entry, looked up): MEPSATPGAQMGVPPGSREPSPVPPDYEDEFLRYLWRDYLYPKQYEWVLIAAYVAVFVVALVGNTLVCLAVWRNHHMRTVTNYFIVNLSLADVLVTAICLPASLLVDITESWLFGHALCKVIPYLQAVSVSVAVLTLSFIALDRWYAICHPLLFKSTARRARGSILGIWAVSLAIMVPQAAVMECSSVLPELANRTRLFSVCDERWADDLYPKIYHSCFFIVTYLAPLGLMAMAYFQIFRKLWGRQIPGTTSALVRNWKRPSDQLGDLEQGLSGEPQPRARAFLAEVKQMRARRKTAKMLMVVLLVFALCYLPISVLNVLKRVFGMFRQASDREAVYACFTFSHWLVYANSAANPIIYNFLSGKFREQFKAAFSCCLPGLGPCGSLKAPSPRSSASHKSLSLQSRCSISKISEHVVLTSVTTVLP
STK33 kinase inh: human STK33 kinase inhibition; Q9BYT3; purified STK33, MBP phosphorylation, ADP-Glo luminescence; inhibition, % at 10 µM; 320,000 compounds, 0.073% hits; AID 2661;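 active = inhibition at or above 25%, using the most active replicate where run in duplicate; inactive = inhibition below 25%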
Target sequence (Q9BYT3 whole entry, looked up): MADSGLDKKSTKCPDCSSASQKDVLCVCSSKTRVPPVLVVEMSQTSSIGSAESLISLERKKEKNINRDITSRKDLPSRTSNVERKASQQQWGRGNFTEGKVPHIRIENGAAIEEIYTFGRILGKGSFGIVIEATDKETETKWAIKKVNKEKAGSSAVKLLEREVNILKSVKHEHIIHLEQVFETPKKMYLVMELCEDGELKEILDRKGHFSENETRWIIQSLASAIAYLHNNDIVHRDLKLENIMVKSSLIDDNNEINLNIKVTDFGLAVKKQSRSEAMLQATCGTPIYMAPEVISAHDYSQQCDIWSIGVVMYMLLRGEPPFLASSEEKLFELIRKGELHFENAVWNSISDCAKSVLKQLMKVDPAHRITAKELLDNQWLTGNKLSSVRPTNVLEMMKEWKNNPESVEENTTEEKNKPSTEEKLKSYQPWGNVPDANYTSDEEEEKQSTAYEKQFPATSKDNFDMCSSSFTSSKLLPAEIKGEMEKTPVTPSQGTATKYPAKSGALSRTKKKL
OX1R antag-2: OX1R (human) antagonism. inhibition, % at 6.6 µM. OX1R-expressing cells, FRET antagonist read-out. AID 485270. 330,000 compounds, 1.8% hits; in the data active = inhibition mostly above about 38%, no sharp cut-off; inactive = mostly below about 40%;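 note: 0% = agonist challenge alone and 100% = reference antagonist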
Starred values were filed as active, the others as inactive; . = not tested or not shown.

no.	OX1R antag-1	OX1R antag-2	STK33 kinase inh	SMILES
1	-26.6	14.1	.	CCOC(=O)C1CCN(C(=O)COC(=O)c2oc3ccc(OC)cc3c2C)CC1
2	-9.8	40.4	-0.8	O=c1[nH]c(CSc2nc(-c3ccc(F)cc3)cs2)nc2ccccc12
3	-18.3	18.6	1.5	COc1cc2c(cc1NC(=O)c1cccnc1)CCCC2
4	-2.7	8.8	0.3	COc1cccc2c(N/N=C/c3ccc(O)c(O)c3)cc(C)nc12
5	-2.9	13.8	-1.0	O=C(O)c1nn(-c2ccc(F)cc2)ccc1=O
6	-3.9	16.9	1.9	COc1ccc(C(=O)CSc2nnc(-c3ccco3)o2)cc1
7	-17.8	10.2	-0.7	CCOc1ccc(OCCOCCN2CCOCC2)cc1
8	-28.7	7.6	3.0	O=c1[nH]c(C2CCCN(S(=O)(=O)c3ccccc3Cl)C2)nc2c1nnn2Cc1ccc2c(c1)OCCO2 (configuration not stated)
9	-18.2	11.0	-0.2	O=c1cc(CN2CCN(c3ccc(F)cc3)CC2)c2cc3c(cc2o1)CCCC3
10	-19.0	11.8	0.4	Cc1cc(C)c(S(=O)(=O)Nc2ccc(N3CCOCC3)cc2)c(C)c1
11	-19.8	14.4	-1.6	Cc1cccc(OCCCN2CCOCC2)c1C
12	-10.4	11.6	2.8	N#CCCSc1ccccc1NC(=O)c1cc(=O)c2ccccc2o1
13	-3.2	14.9	0.2	CN1C(=O)CS/C1=N\NC(=O)COc1cccc2cccnc12
14	-20.1	17.9	0.7	Cc1ccc(N(CC(=O)Nc2cc(Cl)ccc2Oc2ccccc2)S(C)(=O)=O)c(C)c1
15	-15.9	20.4	-0.3	Cc1ccc(NC(=O)COC(=O)C2CC2C)c(S(=O)(=O)N2CCCCC2)c1 (configuration not stated)
16	-30.4	25.8	0.8	COc1ccc2nc(NC(=O)c3cccc(OCc4c(C)noc4C)c3)sc2c1
17	-9.7	5.0	0.6	O=C(NNS(=O)(=O)c1ccc(C(=O)NC2CCCC2)cc1)c1ccncc1
18	-10.7	13.8	-0.5	O=c1[nH]n2c(-c3ccccc3)nc(O)c2c2ccccc12
19	-20.6	10.8	-4.2	CC1CC(C)CN(C(=O)COC(=O)C2CCN(S(=O)(=O)c3c(Cl)cccc3Cl)CC2)C1 (configuration not stated)
20	-18.8	9.0	-2.1	C=C(C)C1CC=C(CN2CCC(O)CC2)CC1 (configuration not stated)
21	-15.1	9.2	1.9	Nc1nc(NCc2ccco2)nc(N2CCOCC2)c1[N+](=O)[O-]
22	-4.7	6.7	13.9	COCCNC(=O)/C(C#N)=C/c1ccc(O)cc1
23	-2.0	81.7*	-0.2	O=C1NCCN1c1ncc([N+](=O)[O-])s1
24	-24.9	11.1	-0.4	CCOc1ccccc1CN1CCN(Cc2cccc3c2OCO3)CC1CCO (configuration not stated)
25	-34.1	16.7	-1.2	Cc1ccc(CN(Cc2ccco2)C(=S)NCC(=O)NCc2cccnc2)cc1
26	-16.3	23.7	-0.3	COC(=O)c1ccc(NC(=S)Nc2cccc(C)n2)cc1
27	-34.5	-2.4	1.3	O=C(CCN1C(=O)/C(=C/c2cccc(Br)c2)SC1=S)NNC(=O)c1cccnc1
28	-31.2	16.7	0.7	Nc1nonc1-n1nnc(C(=O)N/N=C/c2ccccc2O)c1CN1CCCC1
29	-8.5	14.4	-2.5	COC(CNC(=O)c1ccc2c(c1)ncn2-c1cc(C)cc(C)c1)OC
30	-12.9	2.2	-0.4	CCOc1ccc(C(=O)CSCC(=O)O)cc1
31	-4.6	10.7	0.0	O=C(c1ccc2nc(Cc3ccccc3F)oc2c1)N1CC[C@H](O)C1
32	-22.0	-0.6	0.1	COc1ccc(C2C(C(C)=O)=C(O)C(=O)N2CCCn2ccnc2)cc1OC (configuration not stated)
33	-7.5	12.2	-0.1	O=C(O)CSc1nnc(CNc2ccc(Cl)cc2)n1Cc1ccccc1
34	-12.3	-0.3	0.6	COc1ccc(C2CC3(CC(C)(C)NC(=S)N3)Oc3cc(O)cc(C)c32)cc1OC (configuration not stated)
35	-1.1	13.7	0.5	O=C(NCCc1c[nH]c2ccccc12)C(=O)NCC1OCCN1S(=O)(=O)c1ccccc1 (configuration not stated)
36	-6.1	4.8	1.1	CCCCSc1nc2c(cnn2-c2ccc(C)c(C)c2)c(=O)[nH]1

Whole records from above. Order of values: OX1R antag-1 | OX1R antag-2 | STK33 kinase inh
Cc1ccc(CN(Cc2ccco2)C(=S)NCC(=O)NCc2cccnc2)cc1 reads -34.1 | 16.7 | -1.2
CCCCSc1nc2c(cnn2-c2ccc(C)c(C)c2)c(=O)[nH]1 reads -6.1 | 4.8 | 1.1

Next results
no.	OX1R antag-1	OX1R antag-2	STK33 kinase inh	SMILES
37	-1.2	20.2	-1.5	O=C(Nc1ccn(Cc2ccccc2)n1)c1n[nH]c([N+](=O)[O-])c1Cl
38	-7.0	2.0	0.2	COc1ccc(NC(=O)CNC(=O)Cn2ccc3ccccc3c2=O)c(OC)c1
39	-9.3	19.8	-2.6	O=C(CCC1CCCC1)NCc1cccs1
40	9.3	10.1	-0.4	O=C1NC(=O)N(c2ccccc2)C1=O
41	-1.4	17.1	0.1	CC(=O)c1cc2c(cc1NC(=O)CCn1cnnn1)OCO2
42	1.1	12.4	0.1	CC(=O)Nc1ccc(/C(C)=N/NC(=O)c2ccccc2Cl)cc1
43	-28.6	28.8	0.1	O=C(/C=C/c1cn(-c2ccccc2)nc1-c1ccc2c(c1)OCCO2)NCCO
44	-19.1	29.1	1.1	Cc1csc(NC(=O)c2cc3c(s2)CCC3)n1
45	-10.4	21.0	-2.0	Cc1cc(N2CCN(C(=O)c3ccco3)CC2)n2ncnc2n1
46	-2.8	3.3	-1.1	COc1ccc(-c2c(N)n[nH]c2C)cc1OC
47	4.6	21.6	-1.4	Cc1cc(C)n2nc(SCc3nnc(SCc4ccccc4Cl)s3)nc2n1
48	-4.1	11.1	-0.1	CS(=O)(=O)N(CC(=O)N1CCN(Cc2ccc3c(c2)OCO3)CC1)Cc1ccc(Cl)cc1
49	2.4	10.7	0.4	Cc1ccccc1OCC(=O)Nc1ccc(S(=O)(=O)Nc2ccccn2)cc1
50	-17.4	4.9	-0.6	CCOc1ccc2oc(C(=O)N(CCOC)c3c(N)n(CC(C)C)c(=O)[nH]c3=O)c(C)c2c1
51	-18.7	-1.0	-1.6	CN(CC(=O)Nc1ccc(OC(F)(F)F)cc1)C(=O)/C=C/c1ccco1
52	-6.4	9.7	-1.7	Cc1nonc1NC(=O)OC1CCCCC1
53	-1.6	6.8	1.0	OCCNc1cnc2ccccc2n1
54	-24.2	35.9	-0.2	O=C(CC1OC(=O)c2ccccc21)c1ccco1 (configuration not stated)
55	-25.4	20.8	-0.5	O=C(Nc1nnc(C2CCCCC2)s1)c1ccco1
56	-26.8	13.9	3.6	O=c1cnnc(N/N=C/c2c[nH]c3ccccc23)[nH]1
57	-42.0	12.4	-1.8	Cc1ccc(Nc2cc(=O)n(C3CCCCC3)c(=O)[nH]2)cc1C
58	-17.2	35.1	0.2	CCNC(=S)N/N=C/c1cccs1
59	-20.6	17.1	-0.9	Cc1[nH]c(=O)nc(SCc2cccc(Cl)c2)c1C#N
60	-20.5	-0.8	-4.6	O=C(COC(=O)c1ccc(F)c(S(=O)(=O)N2CCOCC2)c1)NC1CCCCC1
61	-2.7	21.5	-1.8	O=C(c1ccco1)N1CCN(C(=O)c2ccc(-c3ccc([N+](=O)[O-])cc3)o2)CC1
62	-9.3	5.4	-1.7	COc1cc2nc(C3CCC3)n(NC(=O)COc3ccccc3)c(=O)c2cc1OC
63	-7.9	8.7	0.9	COc1ccc(OC)c(C2=NOC(C(=O)Nc3c(C)n(C)n(-c4ccccc4)c3=O)C2)c1 (configuration not stated)
64	6.7	19.0	0.0	COc1ccc(-c2coc3cc(O)ccc3c2=O)cc1
65	-32.1	13.8	9.9	COC(=O)C(C)Oc1cc(C)ccc1COc1ccc(-n2nc(C)n(C(F)F)c2=O)cc1 (configuration not stated)
66	-11.2	-0.3	5.1	O=c1oc2cc(O)ccc2c2c1CCCC2
67	-17.5	6.5	1.1	CCOC(=O)C1CCN(CC(O)COc2ccc(C(C)(C)CC)cc2)CC1 (configuration not stated)
68	-4.2	12.9	1.0	CCc1ccccc1NC(=O)c1ccc(S(=O)(=O)NCC2CCCO2)cc1 (configuration not stated)
69	-26.9	-3.9	-0.7	COc1ccc2ccccc2c1CN(C)Cc1ccccc1
70	-21.6	42.6	-0.7	O=C(Nc1cccc(Cl)c1Cl)c1ccccc1OCC(=O)N1CCOCC1
71	-0.9	10.6	-0.7	CCOc1cc(C(N)=O)cc(OCC)c1OCC
72	1.0	27.9	-1.1	Cc1ccc(NC(=O)CCc2c(C)[nH]c(=O)c(C#N)c2C)cc1
73	-15.2	43.7*	-0.3	Cc1ccc2c(c1)[C@@H]1CN(C)CC[C@@H]1N2S(=O)(=O)c1ccc([N+](=O)[O-])cc1
74	-12.9	12.2	1.7	O=C(NNc1nc2cc3c(cc2s1)OCCO3)c1ccccc1
75	1.1	8.6	-1.8	O=C(c1cccc(F)c1)N1C2C=CC(C2)C1(C(F)(F)F)C(F)(F)F (configuration not stated)
76	-34.0	0.4	-0.9	Cc1ccc(S(=O)(=O)N2CCN(C(C)C(=O)NCC(C)c3ccccc3)CC2)cc1 (configuration not stated)
77	-2.5	4.2	-2.2	O=C(COc1ccc(Cl)cc1Cl)NN=C1CCCCC1
78	-24.0	8.6	1.7	COc1ccc(NC(=O)COC(=O)CCc2nc3ccccc3c(=O)[nH]2)cc1Cl
79	0.8	19.5	-3.3	O=C(/C=C/c1ccccc1)NC(NC(=S)Nc1ccc(C(=O)O)cc1)C(Cl)(Cl)Cl (configuration not stated)
80	-32.6	7.3	-1.5	COc1cc2[nH]c(=O)n(CCC(=O)NCCCN3CCN(c4ccccc4F)CC3)c(=O)c2cc1OC
81	-10.8	2.0	-1.1	CC1=C(C)CC2C(=O)N(Cc3ccccc3)C(=O)C2C1 (configuration not stated)
82	-33.6	3.7	3.7	CCC(C(=O)NC(C)(C)C)N(Cc1ccc(F)cc1)C(=O)c1snc(C(N)=O)c1N (configuration not stated)
83	-24.9	45.2	0.5	CCC(=O)Nc1nc2ccccc2n1Cc1ccc(C)cc1
84	-11.8	-1.8	1.7	Cc1ccc2c(c1)N(Cc1ccc([N+](=O)[O-])cc1)C=NS2(=O)=O

Exported with tabs: part of the list above.
cpd	Structure	OX1R antag-1	OX1R antag-2	STK33 kinase inh
33	O=C(O)CSc1nnc(CNc2ccc(Cl)cc2)n1Cc1ccccc1	-7.5	12.2	-0.1
34	COc1ccc(C2CC3(CC(C)(C)NC(=S)N3)Oc3cc(O)cc(C)c32)cc1OC (configuration not stated)	-12.3	-0.3	0.6
35	O=C(NCCc1c[nH]c2ccccc12)C(=O)NCC1OCCN1S(=O)(=O)c1ccccc1 (configuration not stated)	-1.1	13.7	0.5
36	CCCCSc1nc2c(cnn2-c2ccc(C)c(C)c2)c(=O)[nH]1	-6.1	4.8	1.1
37	O=C(Nc1ccn(Cc2ccccc2)n1)c1n[nH]c([N+](=O)[O-])c1Cl	-1.2	20.2	-1.5
38	COc1ccc(NC(=O)CNC(=O)Cn2ccc3ccccc3c2=O)c(OC)c1	-7.0	2.0	0.2
39	O=C(CCC1CCCC1)NCc1cccs1	-9.3	19.8	-2.6
40	O=C1NC(=O)N(c2ccccc2)C1=O	9.3	10.1	-0.4
41	CC(=O)c1cc2c(cc1NC(=O)CCn1cnnn1)OCO2	-1.4	17.1	0.1
42	CC(=O)Nc1ccc(/C(C)=N/NC(=O)c2ccccc2Cl)cc1	1.1	12.4	0.1
43	O=C(/C=C/c1cn(-c2ccccc2)nc1-c1ccc2c(c1)OCCO2)NCCO	-28.6	28.8	0.1
44	Cc1csc(NC(=O)c2cc3c(s2)CCC3)n1	-19.1	29.1	1.1

Going on with the list.
no.	OX1R antag-1	OX1R antag-2	STK33 kinase inh	SMILES
85	-23.4	0.0	-1.9	CN1C(=O)[C@@H]2[C@@H]3C[C@@H]([C@H]4ON=C(c5ccc(Cl)cc5Cl)[C@@H]34)[C@@H]2C1=O
86	-14.4	3.0	0.0	O=C(NCc1ccccn1)C(=O)NN=C1CCCCCCC1
87	-28.5	16.9	-0.3	CC(=O)c1cccc(S(=O)(=O)N2CCCC(c3nc4c(nnn4Cc4cccc(Cl)c4)c(=O)[nH]3)C2)c1 (configuration not stated)
88	-7.6	0.2	-0.5	Cc1nn(-c2ccccc2)c2c1C(O)CC(C)(C)C2 (configuration not stated)
89	-32.6	9.2	-2.0	CCc1cc2c(=O)c(-c3nc4ccccc4n3C)c(C)oc2c(CN(CC)CC)c1O
90	-10.5	2.7	.	CC(C(=O)NC1CCCCCC1)c1ccc([N+](=O)[O-])cc1 (configuration not stated)
91	-15.8	6.9	-2.2	Cn1c(CNc2ccc(F)cc2)nnc1SCC(=O)NNC(=O)Cc1ccccc1
92	-6.1	-3.4	-0.5	COc1ccc(Cc2nnc(NCCO)[nH]c2=O)cc1
93	-8.3	9.3	-5.6	CCOc1ccc(C(=O)Nc2nncs2)cc1OCC
94	-8.3	8.3	-0.4	COc1cccc(CNC(=O)C2CSC3(C)CCC(=O)N23)c1 (configuration not stated)
95	-33.6	-16.4	-2.0	COC(=O)c1ccc(Oc2ccc(S(=O)(=O)N3CCCCC3)cc2N)cc1
96	-7.4	16.6	1.6	COc1cc(/C=C(\C#N)C(=O)Nc2cccnc2)ccc1OC(C)C
97	-23.9	5.8	-0.6	CCc1ccccc1N(CC(=O)NC1CCCCC1)C(=O)CCCC(=O)Nc1ccccn1
98	-10.8	4.7	1.8	O=C(CN1CCOCC1)Nc1ccccc1Sc1ccccc1

Assay outcomes from PubChem.
